Hsp70 act: Hsp70 transcriptional activation, primary screen; actives 0.04% (n = 200,000); activation, % at 10 µM; HeLa Hsp70 promoter luciferase reporter, luminescence; scaled: vehicle 0, proteasome-inhibitor control 100%; AID 1203;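 active = activation above the mean across all tested compounds plus 3 SD, cutoff set per campaign, cut at about 5.5% in these data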;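 note: 100% = MG132 at 30 µM as the positive control and 0% = DMSO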
NF-kB expr up: NF-kB expression increase, human neuronal cells. NF-kB reporter expression; active compounds read high. fold change at 12.5 µM. actives 1.6% (n = 190,000). AID 1239; in the data active = fold change above about 3.3
STAT1 activator: increases IFN-gamma driven STAT1 reporter signal; NIH 3T3 STAT1-luciferase reporter, luminescence; 100% = IFN-gamma alone, no compound; activation (% of control), % at 5.5 µM; actives 2.6% (n = 200,000); AID 932;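 active = activation above the screen-wide mean activation plus 3 SD, cut at about 130% in these data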;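 note: raw ratio to IFN-gamma control signal so 100% means no change and 0% no light; values of inactives mirror those of a sister screen read the other way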
STAT3 activator: activators of IL-6 induced STAT3 signaling | U3A cells, IL-6 STAT3-luciferase reporter, luminescence; 100% = signal with IL-6 EC80 alone | activation (% of control), % at 5.6 µM | actives 0.91% (n = 190,000) | AID 871;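 active = activation above the screen-wide mean of compound activation plus 3 SD, cut at about 130% in these data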;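 note: 0% = background luminescence of wells with medium and substrate only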
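system = STAT3-luciferase reporter U3A cells | reagent = IL-6 stimulus at 33 ng/mL final | timing = 1 h compound pre-exposure, 6 h IL-6 stimulation, 37 °C | measured by = luminescence | evaluation = % activation versus median of IL-6-stimulated wells | control set = IL-6-only wells as 100% reference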
STAT3 blocker: inhibitors of IL-6 induced STAT3 signaling. U3A cells, IL-6 STAT3-luciferase reporter, luminescence; host cell line lacks STAT1. inhibition, % at 5.5 µM. actives 0.89% (n = 190,000);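 active = inhibition above the mean inhibition across all screened compounds plus 3 SD, cut at about 44% in these data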;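 note: 0% = DMSO only wells and 100% = 100 µM nifuroxazide control wells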
RAM network inh: yeast RAM network inhibition | S. cerevisiae dse1pr::URA3 reporter, 5-FOA growth OD615, 2 d; analog-sensitive cbk1-as2 kinase mutant strain | inhibition, % at 50 µM | AID 868 | actives 1.8% (n = 190,000);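 active = inhibition above a set limit, 3 SD over mean compound inhibition, cut at about 8.4% in these data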;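 note: 0% = DMSO-only wells with no growth and 100% = 10 µM 1-NA-PP1 full growth; inhibition rescues growth on 5-FOA so higher OD means more RAM inhibition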
APP transl inh: APP translation inhibition; actives 0.82% (n = 190,000); inhibition, % at 2 µM; SH-SY5Y APP 5'UTR-luciferase reporter, luminescence;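 active = inhibition above a set limit, derived from the sample mean plus 3 SD, cut at about 45% in these data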; note: values of inactives mirror those of a sister screen read the other way
APP 5'UTR act: APP 5'UTR luciferase reporter activation | AID 1276 | actives 1% (n = 190,000) | SH-SY5Y APP 5'UTR luciferase reporter, luminescence; zero percent = DMSO vehicle wells | activation, % at 2 µM;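 active = activation above a set limit, based on mean plus 3 SD of controls, cut at about 140% in these data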; note: values of inactives mirror those of a sister screen read the other way
STAT1 inh: reduces IFN-gamma driven STAT1 reporter signal; NIH 3T3 STAT1-luciferase reporter, luminescence; inhibition, % at 5.5 µM; actives 0.35% (n = 200,000); AID 920;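 active = inhibition above a set limit, the mean inhibition across all tested compounds plus 3 SD, cut at about 34% in these data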;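 note: 0% = IFN-gamma with DMSO and 100% = IFN-gamma with 300 µM nifuroxazide; values of inactives mirror those of a sister screen read the other way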
FLuc inhib CS: Photinus pyralis luciferase inhibition counter-screen | P08659 | ATPLite firefly luciferase biochemical luminescence, 10 min | inhibition, % at 10 µM | actives 1.5% (n = 200,000);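 active = inhibition above about 50% when tested at 10 µM, limit read from the data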
Target sequence (P08659 whole entry, looked up): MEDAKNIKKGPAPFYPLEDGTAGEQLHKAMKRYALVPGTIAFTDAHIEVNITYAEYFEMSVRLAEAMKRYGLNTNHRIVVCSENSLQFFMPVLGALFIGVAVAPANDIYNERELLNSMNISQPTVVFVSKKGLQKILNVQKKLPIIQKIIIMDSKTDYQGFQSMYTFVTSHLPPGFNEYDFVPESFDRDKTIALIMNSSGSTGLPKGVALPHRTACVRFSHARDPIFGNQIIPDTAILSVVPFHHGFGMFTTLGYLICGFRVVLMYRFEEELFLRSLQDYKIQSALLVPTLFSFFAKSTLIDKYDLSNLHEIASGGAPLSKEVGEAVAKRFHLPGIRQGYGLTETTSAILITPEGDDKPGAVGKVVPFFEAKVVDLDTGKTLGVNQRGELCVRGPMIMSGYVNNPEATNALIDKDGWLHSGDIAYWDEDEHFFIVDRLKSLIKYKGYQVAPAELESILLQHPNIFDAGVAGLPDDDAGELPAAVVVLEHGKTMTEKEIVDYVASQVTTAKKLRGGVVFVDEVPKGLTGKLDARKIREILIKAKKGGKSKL
An asterisk follows results filed as active; . = not tested or not shown. Hits appear at their usual frequency; about 7.7% have a hit in one of these screens.

Value order: Hsp70 act, NF-kB expr up, STAT1 activator, STAT3 activator, STAT3 blocker, RAM network inh, APP transl inh, APP 5'UTR act, STAT1 inh, FLuc inhib CS
- Cc1ccc(S(=O)(=O)NCC2CCC(C(=O)NCc3cccs3)CC2)cc1 (configuration not stated)
  -0.1, 1.2, 96, 104, -2, 3.0, 13, -13, 2, -7
- CCOc1ccc(C(=O)Nc2cccc(SC)c2)cc1
  0.1, 2.7, 122, 103, -3, 3.7, -109, 109, -24, 62*
- CCOC(=O)c1cnc(-c2ccccc2)nc1C(F)(F)F
  0.0, 0.99, 106, 98, 4, 3.4, -12, 12, -6, 1
- Cc1ccc(CN2CCN(Cc3cnc(N(C)C)s3)CC2CCO)o1 (configuration not stated)
  -0.6, 1.1, 108, 100, 3, 1.6, 9, -9, -10, -7
- CC(C)COC(=O)C(C#N)c1nc2ccccc2nc1N1CCN(Cc2ccc3c(c2)OCO3)CC1 (configuration not stated)
  -0.1, 0.86, 102, 96, 8, -1.0, -6, 6, -3, -3
- CC(=O)Nc1ccc(N2CCCCC2)cc1
  -0.1, 1.2, 103, 97, 7, 1.9, 12, -12, -4, -4
- Cc1nc(C)c(CCNC(=O)c2ccccc2)s1
  -0.3, 1, 99, 100, -2, 0.8, -2, 2, 2, -4
- Cc1cc(NC(=O)CSc2ccc(-c3ccccc3)nn2)no1
  -0.2, 1.1, 98, 95, 10, 3.6, -8, 8, 2, -6
- CNC(=O)c1ccc(N(Cc2ccccc2C)S(C)(=O)=O)cc1
  -0.1, 1.2, 107, 106, -5, 2.3, 6, -6, -7, -8
- Cc1ccc(NC(=O)c2ccc(OC(=O)COc3cccc(Cl)c3)cc2)cc1
  0.1, 1.6, 154*, 112, -18, 3.0, -111, 111, -60, 0
- CCN(CC)S(=O)(=O)c1ccc(NC(=O)c2cc(=O)[nH]c3ccccc23)cc1
  0.2, 1.1, 94, 102, 3, 1.9, -9, 9, 3, -4
- CCOC(=O)c1c(-c2ccc(C)cc2)csc1NC(=O)/C(C#N)=C/c1ccc(O)c(OC)c1
  -0.2, 1.2, 100, 112, -12, 5.8, 2, -2, 0, -6
- Cc1ccc[n+](CC(=O)c2ccc(NC(=O)c3ccccc3)cc2)c1
  -0.5, 1, 95, 107, -8, 1.5, 7, -7, 3, -1
- O=S(=O)(NCc1cccs1)NCc1ccccc1F
  -0.1, 1.3, 95, 95, 10, 1.9, 4, -4, 4, 2
- C/C(=N\NS(=O)(=O)c1ccc(C)c([N+](=O)[O-])c1)c1cccs1
  -0.4, 1.1, 98, 83, 26, 0.6, 15, -15, 0, -4
- O=C(CN1CCCCC1)Nc1cc(Cl)ccc1Oc1ccccc1
  -0.3, 1.1, 96, 110, -5, 1.5, -7, 7, 2, -3
- O=C(NCc1ccncc1)c1ccc(Cn2cc(C(F)(F)F)ccc2=O)cc1
  -0.1, 0.93, 100, 109, -1, 0.8, 2, -2, 0, -11
- C=CCN1CCN(C(c2ccc(Cl)cc2)c2nnnn2CCc2ccc(OC)c(OC)c2)CC1 (configuration not stated)
  -0.1, 0.93, 88, 96, 7, 1.2, -4, 5, 13, -7
- COc1ccc(C2/C(=C(/O)c3ccccc3)C(=O)C(=O)N2CC(C)O)c(OC)c1 (configuration not stated)
  -0.4, 1.3, 99, 99, 3, 0.4, 4, -4, 1, -6
- Cc1cccc(-c2nnc3sc(-c4ccccc4C)nn23)c1
  -0.3, 0.72, 101, 87, 20, 0.2, -27, 27, -3, -6

An excerpt from above in order of the NF-kB expr up value, high to low.
| SMILES | Hsp70 act | NF-kB expr up | STAT1 activator | STAT3 activator | RAM network inh | APP transl inh | APP 5'UTR act | STAT1 inh |
| --- | --- | --- | --- | --- | --- | --- | --- | --- |
| CCOc1ccc(C(=O)Nc2cccc(SC)c2)cc1 | 0.1 | 2.7 | 122 | 103 | 3.7 | -109 | 109 | -24 |
| O=C(NCc1ccncc1)c1ccc(Cn2cc(C(F)(F)F)ccc2=O)cc1 | -0.1 | 0.93 | 100 | 109 | 0.8 | 2 | -2 | 0 |
| CC(C)COC(=O)C(C#N)c1nc2ccccc2nc1N1CCN(Cc2ccc3c(c2)OCO3)CC1 (configuration not stated) | -0.1 | 0.86 | 102 | 96 | -1.0 | -6 | 6 | -3 |

Later entries:
Value order: Hsp70 act, NF-kB expr up, STAT1 activator, STAT3 activator, STAT3 blocker, RAM network inh, APP transl inh, APP 5'UTR act, STAT1 inh, FLuc inhib CS
- COc1ccc(CSC2=NCCN2)cc1Cl
  0.1, 1, 111, 104, 3, 1.4, -22, 22, -12, -8
- CCOC(=O)/C(C#N)=C/C1=C(N2CCCC2)CC(C)(C)OC1
  -0.2, 0.85, 85, 100, 6, 0.8, 24, -24, 16, -6
- C/C(=N\O)c1sc(-c2ccccc2)nc1C
  0.7, 6.4*, 156*, 106, 4, 4.4, -177, 177*, -63, 48
- CN1CCN(CC(=O)n2c3c(c4ccccc42)CCCC3)CC1
  0.0, 1.1, 97, 119, -15, 0.1, -5, 5, 3, -5
- Cc1cc(C)nc(SCc2ccc(C(=O)N/N=C/c3ccccn3)cc2)n1
  -0.3, 1.2, 97, 103, 4, 3.3, -4, 4, 3, -4
- O=C(O)CC1(CC(=O)Nc2ccc(Br)cc2)CCCCC1
  0.1, 1.2, 93, 100, 2, -0.7, 2, -2, 8, 2
- O=C(CNS(=O)(=O)c1cccc(Cl)c1)Nc1ccc(-c2nc3ccccc3s2)cc1
  -0.2, 1.9, 145*, 100, 2, 6.5, -129, 129, -51, 9
- CCOC(=O)c1c(NC(=O)COC(=O)c2ccncc2)sc(C)c1C
  0.6, 0.92, 102, 102, 0, 7.5, -11, 11, -3, 3
- CN(C)C(=O)C1OC(C)(C)OC1C(=O)N(C)C (configuration not stated)
  -0.1, 1.2, 103, 102, -1, 0.9, 9, -9, -3, 1
- COc1ccc(C(=O)NCCc2ccc(S(N)(=O)=O)cc2)cc1OC
  -0.2, 1.1, 93, 108, -7, 0.5, 4, -4, 8, -6
- Cc1ccc(Nc2nc(N)nc(CSc3nccn3C)n2)c(C)c1
  0.3, 1.6, 113, 109, -8, 0.7, -47, 47, -18, 2
- CCCNCc1cc(OC)c(OCc2ccccc2)cc1Br
  -0.1, ., 92, 96, 11, -0.1, -17, 17, 9, -4
- COCc1cc(C)nc(SCC(=O)NCc2ccco2)c1C#N
  -0.1, 1.5, 108, 104, 0, 3.7, -1, 1, -7, -7
- O=C(NC1=NCCS1)c1ccc([N+](=O)[O-])cc1Cl
  -0.2, 1.4, 104, 97, 9, 0.8, -4, 4, -5, 6
- CCOC(=O)C1=C(SCC(=O)Nc2ccccc2)NC(=O)C(C#N)C12CCCCC2 (configuration not stated)
  -0.4, 0.97, 94, 98, 9, 1.2, 9, -9, 6, -7
- CCCN(CC(=O)Nc1ccccc1OC)C(=O)c1cc2ccccc2o1
  -0.2, 0.81, 107, 118, -24, 6.7, -20, 20, -7, -8
- C=CCOc1ccccc1CNCc1cccnc1
  -0.3, 1.1, 102, 95, 9, 0.8, -6, 6, -2, -3
- COc1ccc(C(=O)NCCCN2CCCC2=O)cc1
  -0.3, 1.3, 111, 101, -2, 1.3, 17, -17, -5, 0
- CC1(O)c2ccccc2C(=O)N1Cc1ccccc1 (configuration not stated)
  -0.2, 1.1, 100, 97, 14, 1.6, 0, 0, 0, -4
- Nc1nc(CN2CCN(c3ccccc3F)CC2)nc(N2CCCc3ccccc32)n1
  0.1, 1, 102, 100, 0, 1.0, -10, 11, -2, -3

Only APP 5'UTR act and NF-kB expr up, for some of the entries so far:
| compound | APP 5'UTR act | NF-kB expr up |
| --- | --- | --- |
| Cc1ccc(Nc2nc(N)nc(CSc3nccn3C)n2)c(C)c1 | 47 | 1.6 |
| COc1ccc(C2/C(=C(/O)c3ccccc3)C(=O)C(=O)N2CC(C)O)c(OC)c1 (configuration not stated) | -4 | 1.3 |

The listing continues:
Molecule	Hsp70 act	NF-kB expr up	STAT1 activator	STAT3 activator	STAT3 blocker	RAM network inh	APP transl inh	APP 5'UTR act	STAT1 inh	FLuc inhib CS
Cc1ccc(Cl)cc1NC(=O)C(=O)N1CCCCC1	-0.3	1	102	100	2	0.5	1	-1	-3	-2
COc1cccc(COc2ccccc2C2Nc3ccc(Br)cc3C(=O)N2NC(=O)c2ccncc2)c1 (configuration not stated)	-0.1	1.2	107	97	11	1.1	-7	7	-8	0
CCC(C)c1ccccc1NC(=O)C(C)N(C)Cc1cccc(OC)c1 (configuration not stated)	-0.2	1.1	89	103	4	1.0	17	-17	10	-2
CC1CCN(c2c(NCc3ccc(C(=O)NCC4COc5ccccc5O4)cc3)c(=O)c2=O)CC1 (configuration not stated)	-0.3	.	101	95	10	.	-7	7	-1	.
CCOC(=O)c1ccc(NC(=O)Cn2c(-c3nonc3N)nc3ccccc32)cc1	-0.2	1.2	113	86	18	2.0	-2	2	-16	-7
Cc1cc(C)c2cc(CN(Cc3ccc4c(c3)OCO4)Cc3nnnn3Cc3ccco3)c(=O)[nH]c2c1	-0.1	0.71	98	103	-4	5.4	-6	6	2	-7
O=c1[nH]c(-c2ccncc2)nc2ccccc12	-0.2	1.5	101	100	4	0.8	1	-1	-1	-3
CCCOC(=O)c1cccc(NC(=O)c2cccnc2)c1	-0.1	0.89	90	88	19	0.2	-1	1	10	-4
CCN(CC(=O)NCc1ccc(F)cc1)C(=O)C1CCN(C(=O)Nc2ccccc2)CC1	-0.1	1.1	104	105	-2	0.0	-3	3	-3	1
COc1ccccc1CCn1c(N)c(C#N)c2nc3ccccc3nc21	0.1	1	111	78	28	3.1	-7	7	-12	0
CCC(C)(C)NC(=S)Nc1ccc(-c2nc3ccc(C)cc3s2)cc1	-0.2	2.5	177*	82	21	3.7	-173	173*	-86	32
COc1ccc(NC(=O)CC2C(=O)N(Cc3ccco3)C(=S)N2C(C)C)cc1 (configuration not stated)	0.0	0.96	102	108	-2	1.4	-26	26	-5	-4
O=S(=O)(NC1=NCCCCC1)c1ccc(Cl)cc1	-0.2	1.1	99	106	-5	0.9	7	-7	-1	-5
O=C(CN1CCC(C(=O)c2ccc(F)cc2)CC1)Nc1ccccc1	-0.3	1.1	94	85	22	-0.1	4	-4	6	-4
CC(C)N(Cc1nc(-c2ccccc2)no1)C(=O)C(C)(C)C	-0.1	1.6	103	100	3	-0.7	19	-19	-4	-4
CC12CC3(C)CC(C)(C1)CC(C(N)=O)(C2)C3	0.0	1.2	102	104	-5	1.6	-2	2	-2	-4

Entries of single compounds, quoted from the list:
`Cc1ccc(CN2CCN(Cc3cnc(N(C)C)s3)CC2CCO)o1` (configuration not stated) as listed: Hsp70 act: -0.6; NF-kB expr up: 1.1; STAT1 activator: 108; STAT3 activator: 100; STAT3 blocker: 3; RAM network inh: 1.6; APP transl inh: 9; APP 5'UTR act: -9; STAT1 inh: -10; FLuc inhib CS: -7
`O=C(CN1CCCCC1)Nc1cc(Cl)ccc1Oc1ccccc1` as listed: Hsp70 act: -0.3; NF-kB expr up: 1.1; STAT1 activator: 96; STAT3 activator: 110; STAT3 blocker: -5; RAM network inh: 1.5; APP transl inh: -7; APP 5'UTR act: 7; STAT1 inh: 2; FLuc inhib CS: -3

Source: PubChem
